Screening results (PubChem BioAssay)
SENP6 inh = SENP6 protease inhibitors, primary screen, biochemical, luminescence, uHTS; Sentrin-specific protease 6 (Homo sapiens), Q9GZR1; Recombinant SENP6 catalytic domain, aminoluciferin luminescence; inhibition, % at 10 µM; actives 1.8% (n = 330,000); AID 2599, 2010;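 active = inhibition above about 50% at the single tested dose, limit read from the data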;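 note: plate controls were DMSO wells with enzyme for no effect and DMSO wells lacking enzyme for full effect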
Target sequence (Q9GZR1 628-1112 limits assumed): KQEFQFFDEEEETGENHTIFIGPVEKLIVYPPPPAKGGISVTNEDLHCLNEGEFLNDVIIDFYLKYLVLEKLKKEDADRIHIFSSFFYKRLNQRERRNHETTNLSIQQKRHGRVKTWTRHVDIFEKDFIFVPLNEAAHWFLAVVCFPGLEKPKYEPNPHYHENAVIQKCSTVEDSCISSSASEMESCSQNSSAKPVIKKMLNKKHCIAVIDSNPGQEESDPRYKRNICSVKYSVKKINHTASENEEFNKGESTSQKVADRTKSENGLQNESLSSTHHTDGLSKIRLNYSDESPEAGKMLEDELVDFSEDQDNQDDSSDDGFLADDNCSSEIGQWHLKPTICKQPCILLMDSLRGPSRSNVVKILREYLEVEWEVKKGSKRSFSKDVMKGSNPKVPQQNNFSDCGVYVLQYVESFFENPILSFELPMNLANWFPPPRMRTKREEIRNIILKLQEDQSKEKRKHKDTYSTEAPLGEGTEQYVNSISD
SENP1 FRET inh = human SENP1 catalytic domain inhibitors, primary screen, biochemical, FRET, uHTS; recombinant SENP1 catalytic domain, CyPet-SUMO1-YPet FRET cleavage; inhibition, % at 10 µM; actives 0.21% (n = 360,000); AID 624204, 2012;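 active = inhibition at least 30% at 10 µM, raw YFP signal under a set limit, fluorescence ratio 0.5 to 1.5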;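 note: 0% = enzyme with DMSO and 100% = no enzyme wells; some results filed as inactive read as strong as hits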
Target sequence (Q9P0U3 419-644 limits assumed): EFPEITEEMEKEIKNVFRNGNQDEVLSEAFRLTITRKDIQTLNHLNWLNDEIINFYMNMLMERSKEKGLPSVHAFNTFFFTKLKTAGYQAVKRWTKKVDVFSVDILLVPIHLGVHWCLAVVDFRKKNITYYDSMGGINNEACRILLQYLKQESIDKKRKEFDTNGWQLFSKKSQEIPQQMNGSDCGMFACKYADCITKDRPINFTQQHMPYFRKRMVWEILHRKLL
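material = recombinant human SENP1 catalytic domain, His6-tagged | quantity = 20 pM enzyme | reagent = 25 nM SUMO1 FRET substrate | compound dosing = 10 µM single point, 0.5% DMSO | timing = 50 min enzyme reaction, room temperature, light-protected | detection = FRET, CFP and YFP emission | control set = no-enzyme low, enzyme-DMSO high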
Apaf1 inhib = inhibitors of human Apaf-1 apoptosome, primary screen, biochemical, DEVD-Rh110 fluorescence, uHTS; inhibition, % at 20 µM; actives 0.71% (n = 330,000); reconstituted apoptosome caspase-3 activity; AID 489030, 2010; Apoptotic protease-activating factor 1 (Homo sapiens), O14727; active = inhibition of at least 40% at 20 µM;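 note: plate controls were DMSO wells for no effect and DEVD-CHO caspase inhibitor wells for full effect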
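System – cell-free apoptosome with Apaf-1, procaspase-3 and caspase-9 · Buffer or medium – pH 7.5 Hepes buffer with CHAPS, BSA, DTT · Also added – cytochrome c with DEVD-Rh110 · Times – 30 min compound preincubation, 50 min activation, room temperature · Technique – Rh110 fluorescence intensity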
SENP7 block = SENP7 protease inhibitors, primary screen, biochemical, luminescence, uHTS. Sentrin-specific protease 7 (Homo sapiens), Q9BQF6. recombinant SENP7, Z-RLRGG-aminoluciferin luminescence, 40 min. inhibition, % at 5 µM. actives 1.5% (n = 330,000);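 active = inhibition above about 50% at the single test dose, limit read from the data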;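 note: plate controls were DMSO with enzyme for no effect and no enzyme buffer wells for full effect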
SENP8 block-1 = SENP8 protease inhibitors, primary screen, biochemical, luminescence | purified SENP8, Z-RLRGG-aminoluciferin cleavage | AID 2540, 2010 | actives 1.2% (n = 330,000) | Sentrin-specific protease 8 (Homo sapiens), Q96LD8 | inhibition, % at 10 µM; in the data active = inhibition above about 50%
UBC13 inh = UBC13 polyubiquitin chain formation inhibitors, primary screen, biochemical, TR-FRET, uHTS | Ubiquitin-conjugating enzyme E2 N (Homo sapiens), P61088 | inhibition, % at 20 µM | actives 0.47% (n = 330,000) | AID 485273, 2010; in the data active = inhibition above about 45%, passing the limit was not always enough
Target sequence (P61088 whole entry, looked up): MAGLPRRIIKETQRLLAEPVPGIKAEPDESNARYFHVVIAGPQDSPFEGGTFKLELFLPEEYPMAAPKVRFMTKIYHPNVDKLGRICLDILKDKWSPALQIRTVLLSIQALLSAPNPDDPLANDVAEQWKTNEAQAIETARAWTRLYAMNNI
SENP8 block-2 = human SENP8 protease inhibitors, primary screen, biochemical, fluorescence, Nedd8 protein substrate, uHTS; Sentrin-specific protease 8 (Homo sapiens), Q96LD8; recombinant SENP8; inhibition, % at 20 µM; actives 0.64% (n = 360,000); AID 602440, 2012; in the data active = inhibition mostly above about 40%, no sharp cut-off; inactive = mostly below about 27%
APOBEC3G inh = APOBEC3G DNA deaminase inhibitors, primary screen, biochemical, fluorescence, single-stranded DNA substrate, uHTS | DNA dC->dU-editing enzyme APOBEC-3G (Homo sapiens), Q9HC16 | recombinant A3G, ssDNA deamination FAM/TAMRA fluorescence | inhibition, % at 20 µM | actives 0.28% (n = 330,000) | AID 493012, 2011;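 active = inhibition of at least 40% at 20 µM, with no more than 30% in the related APOBEC3A deaminase screen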;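 note: plate controls were DMSO wells with A3G for no effect and wells lacking A3G enzyme for full effect; some compounds called inactive have numbers as strong as hits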
The depositor's hits bear a star.

SMILES	SENP6 inh	SENP1 FRET inh	Apaf1 inhib	SENP7 block	SENP8 block-1	UBC13 inh	SENP8 block-2	APOBEC3G inh
COc1ccc(/C=N/NC(=O)C2C(=O)NCC2c2ccccc2)c(OC)c1 (stereo unspecified)	-2	3	5	-11	-8	-14	7	-6
CCOC(=O)C1CCN(C(=O)c2cc3c(=O)n4cccc(C)c4nc3s2)CC1	-16	-18	11	0	-4	10	-313	2
O=C(Nn1c(C2CCCCC2)nc2ccccc2c1=O)c1ccc([N+](=O)[O-])cc1	13	3	-5	-2	4	1	1	-5
Fc1ccc(-c2nnc(CSc3nnc4ccccn34)o2)cc1	-19	0	7	-3	-9	-1	9	-8
CC(Oc1ccc(C(C)(C)C)cc1)c1ccnc2nc(/N=C/N(C)C)nn12 (stereo unspecified)	-3	0	3	11	0	4	-294	0
Cc1c(NC(=O)c2cc(C3CC3)on2)c(=O)n(-c2ccccc2)n1C	-11	-1	-2	6	1	4	6	-8
COc1ccc(C2=CC(=O)C[C@H](c3ccc(F)cc3)C2)cc1F	-2	1	12	10	-1	-2	-4	-3
O=c1c2cccc3c2c(nn1-c1ccccc1)-c1ccccc1-3	-6	0	16	-4	3	25	-294	-5
N#C/C(=C\c1ccc(-c2cccc([N+](=O)[O-])c2)o1)C(=O)NCCN1CCOCC1	2	-22	5	-10	6	0	-9	1
CC(NC(=O)CN1CCCC1)C12CC3CC(CC(C3)C1)C2 (stereo unspecified)	-3	3	-6	-8	-8	5	2	-8
O=C(NN=C1CCCC1)c1n[nH]c2c1CCC2	-3	1	-1	8	3	2	10	-5
CC(C)(CNc1ccc([N+](=O)[O-])cc1Cl)N1CCOCC1	21	-2	2	-1	9	6	27	-13
CC(/C=N/NC(=O)Cc1cc(=O)[nH][nH]1)=C\c1ccccc1	7	0	60*	17	4	-2	37	-4
O=C(NCC(Cl)c1ccc2ccccc2c1)c1c(F)cccc1F (stereo unspecified)	-12	0	8	-8	0	8	10	-5
O=C(Cc1cccs1)N/N=C/C=C\c1ccco1	-2	-3	13	3	1	-20	6	16
O=C(Cn1ccnc1)c1ccc(O)c(O)c1	18	0	-2	0	1	6	18	-5
O=C(NCc1ccccc1)N1CCC(Cc2ccccc2)CC1	4	0	5	-12	-13	-1	8	-5
Cc1ccccc1NCc1ccc([N+](=O)[O-])s1	-6	3	-3	4	-7	4	28	-6
Cc1ccc(C(CC(N)=O)c2ccco2)cc1 (stereo unspecified)	-6	1	0	6	3	13	7	-3
CC1Cc2cc(S(=O)(=O)N3CCC(C(=O)N(C)Cc4ccco4)CC3)ccc2N1C(=O)C1CCC1 (stereo unspecified)	-9	1	10	4	5	-5	13	-3
COC(=O)c1cc(Cl)c(NC(=O)c2ccc(C(C)(C)C)cc2)cc1OC	-6	-2	6	-1	1	10	-18	-6
C=CCN1C2CCCC1CC(NC(=S)Nc1ccc(Cl)cc1)C2 (stereo unspecified)	-11	2	8	-12	-6	10	11	-4
CCOC(=O)c1oc2cc(O)ccc2c(=O)c1-c1csc(C)n1	-3	5	-9	3	1	-2	14	3
COc1ccc(OC)c(N=C(N)N=C(N)N)c1	-13	3	-7	-4	-7	-9	8	-4
COc1ccc(NC(=O)CSc2nc3ccccc3c(=O)n2-c2ccc3c(c2)OCO3)c(OC)c1	10	1	11	8	3	-9	15	-2
COc1ccccc1NC(=S)NCCSc1ccc(C)cc1	-3	-2	13	0	1	19	7	-7
Cc1ccc(OCC(=O)N/N=C\c2c(C)[nH]n(-c3ccccc3)c2=O)c([N+](=O)[O-])c1	0	0	20	3	1	-18	25	-5
Cc1ccc(S(=O)(=O)NCC(NCc2ccc(F)cc2)c2ccccc2)cc1 (stereo unspecified)	-8	0	24	-2	-4	0	11	-9
COC(=O)c1ccc(NS(=O)(=O)c2c(C)[nH]c(C)c2C(=O)N2CCCC2)cc1	12	1	6	-3	2	-1	5	-1
CCCCC(=O)NCc1ccccc1Cl	-2	-1	-5	4	-8	3	2	-14

Entries of single compounds, quoted from the list. Values in the order: SENP6 inh	SENP1 FRET inh	Apaf1 inhib	SENP7 block	SENP8 block-1	UBC13 inh	SENP8 block-2	APOBEC3G inh
Entry for CCCCC(=O)NCc1ccccc1Cl = -2	-1	-5	4	-8	3	2	-14
Entry for CCOC(=O)c1oc2cc(O)ccc2c(=O)c1-c1csc(C)n1 = -3	5	-9	3	1	-2	14	3
Entry for Cc1ccccc1NCc1ccc([N+](=O)[O-])s1 = -6	3	-3	4	-7	4	28	-6
Entry for O=C(NCc1ccccc1)N1CCC(Cc2ccccc2)CC1 = 4	0	5	-12	-13	-1	8	-5

Next part:
SMILES	SENP6 inh	SENP1 FRET inh	Apaf1 inhib	SENP7 block	SENP8 block-1	UBC13 inh	SENP8 block-2	APOBEC3G inh
NC(=O)C1CCN(C(=O)CCC(=O)N2CCOc3ccc(Cl)cc32)CC1	-25	1	5	7	-5	-5	14	6
CN(C)c1ccc(C2C3CCCc4ccccc4C3=NN2C)cc1 (stereo unspecified)	-2	-4	-5	2	-3	-5	-174	-1
CCn1c(CNC(=O)Cc2ccc(OC)cc2)n[nH]c1=S	-2	2	-7	-3	5	-3	15	-4
CN(CCNC(=O)c1cn(C)c2ccc(S(=O)(=O)N(C)C)cc2c1=O)CCc1ccccc1	-11	3	0	0	-7	-2	16	-3
O=C1COc2ccc(C(=O)CSc3nnc(-c4cccs4)n3Cc3ccccc3)cc2N1	-8	1	13	6	-1	0	-62	0
C/C(=N\Nc1ncnc2sc(C)c(C)c12)c1ccccn1	-8	21	-2	-7	-5	-65	16	-4
COc1cc(S(=O)(=O)NC2CCCC2)ccc1F	-7	-1	-18	1	0	8	11	-9
Cc1cc2ccccn2c1C(=O)c1nc(N2CCOCC2)ncc1Cl	1	2	15	-1	3	1	23	4
O=C(CCNC(=O)c1ccc([N+](=O)[O-])cc1)Oc1ccc(F)c(F)c1	-7	1	18	-11	-16	-11	18	-7
COc1ccc(C)cc1NC(=O)c1ccc2c(O)c(S(=O)(=O)c3ccccc3)c(=O)[nH]c2c1	-7	0	-2	-2	5	2	1	-4
N#CC(c1ccccc1)N(CCCCl)C(=O)c1ccccc1 (stereo unspecified)	14	1	-21	-4	2	3	11	1
Cc1ccccc1NC(=O)C(=O)NCCc1c[nH]c2ccccc12	-4	2	3	0	9	0	9	1
COc1ccc(OC)c2sc(Cl)nc12	-5	0	4	-11	-6	-22	18	3
COc1ccc(CNC(=O)c2ccc(N3CCC4(CC3)CC(c3ccc(Cl)cc3)=NO4)c(NC(=O)Cc3ccc(F)cc3)c2)cc1	12	2	4	2	-2	-15	14	-3
CCSc1nnc(Cc2cc(=O)[nH]c(=O)[nH]2)n1-c1cc(C)ccc1C	53*	3	-3	15	-6	-3	16	-5

A different layout for 4 compounds above:
Molecule: O=C(CCNC(=O)c1ccc([N+](=O)[O-])cc1)Oc1ccc(F)c(F)c1
  SENP6 inh = -7	SENP1 FRET inh = 1	Apaf1 inhib = 18	SENP7 block = -11	SENP8 block-1 = -16	UBC13 inh = -11	SENP8 block-2 = 18	APOBEC3G inh = -7

Molecule: N#CC(c1ccccc1)N(CCCCl)C(=O)c1ccccc1 (stereo unspecified)
  SENP6 inh = 14	SENP1 FRET inh = 1	Apaf1 inhib = -21	SENP7 block = -4	SENP8 block-1 = 2	UBC13 inh = 3	SENP8 block-2 = 11	APOBEC3G inh = 1

Molecule: CCSc1nnc(Cc2cc(=O)[nH]c(=O)[nH]2)n1-c1cc(C)ccc1C
  SENP6 inh = 53*	SENP1 FRET inh = 3	Apaf1 inhib = -3	SENP7 block = 15	SENP8 block-1 = -6	UBC13 inh = -3	SENP8 block-2 = 16	APOBEC3G inh = -5

Molecule: Cc1ccccc1NC(=O)C(=O)NCCc1c[nH]c2ccccc12
  SENP6 inh = -4	SENP1 FRET inh = 2	Apaf1 inhib = 3	SENP7 block = 0	SENP8 block-1 = 9	UBC13 inh = 0	SENP8 block-2 = 9	APOBEC3G inh = 1

Next section
SMILES	SENP6 inh	SENP1 FRET inh	Apaf1 inhib	SENP7 block	SENP8 block-1	UBC13 inh	SENP8 block-2	APOBEC3G inh
O=C1OCCC1Sc1nnc(-c2cccnc2)n1-c1ccccc1F (stereo unspecified)	4	-3	2	10	3	6	-8	-7
Cc1ccc(S(=O)(=O)N2CCN(c3ncccn3)CC2)c(C)c1	11	2	-3	5	-11	-8	-10	-4
CCC(C)(C(=O)NC1CCCCC1)N(CC1CCCO1)C(=O)Cc1cccs1 (stereo unspecified)	-18	2	-1	2	8	-9	22	-8
COc1ccc2[nH]c(C(O)(Cc3cccnc3)Cc3cccnc3)cc2c1	-4	-2	-3	-6	-5	8	-1	-1
O=C(NCC(=O)N1CC(O)CC1C(=O)N1CC(O)CC1C(=O)OCc1ccccc1)OCc1ccccc1 (stereo unspecified)	1	0	1	9	4	-3	-2	-2
O=C(N/N=C/C=C\c1ccccc1[N+](=O)[O-])c1ccccn1	-6	0	-10	-4	-1	-8	15	-6
Cc1cc(C)cc(NC(=O)CSc2nnc(-c3cc(C)[nH]n3)n2N)c1	7	1	-1	12	-10	-1	-3	-6
C=C(C)C1CC=C(C)/C(=N/NC(=O)c2ccoc2C)C1 (stereo unspecified)	5	0	0	-3	-7	-6	14	-3
COc1ccc(/C=N/NC(=O)c2ccc(Br)cc2)cc1Cn1cc(Cl)cn1	8	1	-5	2	-6	0	-24	-9
CCc1ccc(S(=O)(=O)Nc2ccc(-c3nc4cccnc4s3)cc2)s1	21	-30	9	-9	7	6	-461	-3
CCOc1ccc(NC(=S)Nc2ccc(OC)cc2)cc1	1	1	8	-6	4	0	3	-7
Cc1ccc2nc(/C=C/c3cccc(F)c3)ccc2c1	50*	0	8	23	30	9	-300	1
CC(C)c1ccc(/C=C(\c2nc3ccccc3[nH]2)S(=O)(=O)c2ccccc2)cc1	9	-3	10	3	-2	-12	-3	-7
CCN(CCCNC(=O)C1CCN(S(=O)(=O)c2cnc[nH]2)CC1)c1cccc(C)c1	-8	-1	0	-4	-4	-12	22	-1
CCN(CC)CCNC(=O)C1(O)c2cc(Br)ccc2NC(=O)N1c1ccc(Cl)cc1 (stereo unspecified)	-9	2	-1	1	2	1	24	-5
CC(C)=C1C2CCC1C1C(=O)N(c3nccs3)C(=O)C21 (stereo unspecified)	4	0	-1	-3	1	8	4	-4
O=c1oc2ccc(Br)cc2cc1S(=O)(=O)c1ccc(F)cc1	5	-9	3	2	-7	6	-18	-3

An excerpt from above in order of length of the SMILES, falling:
SMILES	SENP6 inh	SENP1 FRET inh	Apaf1 inhib	SENP7 block	SENP8 block-1	UBC13 inh	SENP8 block-2	APOBEC3G inh
CCN(CCCNC(=O)C1CCN(S(=O)(=O)c2cnc[nH]2)CC1)c1cccc(C)c1	-8	-1	0	-4	-4	-12	22	-1
COc1ccc2[nH]c(C(O)(Cc3cccnc3)Cc3cccnc3)cc2c1	-4	-2	-3	-6	-5	8	-1	-1
Cc1ccc2nc(/C=C/c3cccc(F)c3)ccc2c1	50*	0	8	23	30	9	-300	1
